ANO1 activ – activators or potentiators of mouse TMEM16A chloride channel. HEK293 TMEM16A/YFP-H148Q/I152L, iodide quench fluorescence; active compounds read low. Q8BHY3. hit rate 0.3% among 340,000. B-score at 10 µM. AID 623877;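 active means fluorescence-ratio B-score plate-corrected deviation score at least 3 library SD below zero, with starting fluorescence score within 5 deviations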;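 further: channel opened by trigger with iodide after compound preincubation; score built on the fluorescence ratio of max minus min over baseline; more negative score means more quench and so TMEM16A activation or potentiation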
HDAC3 inh – human HDAC3 inhibition; hit rate 0.15% among 320,000; recombinant HDAC3, fluorogenic peptide/trypsin coupled, fluorescence; O15379; inhibition, % at 8.3 µM; in the data active means inhibition above about 26%, passing the limit was not always enough; inconclusive means no clear call, values can overlap the other calls
Target sequence (O15379 whole entry, looked up): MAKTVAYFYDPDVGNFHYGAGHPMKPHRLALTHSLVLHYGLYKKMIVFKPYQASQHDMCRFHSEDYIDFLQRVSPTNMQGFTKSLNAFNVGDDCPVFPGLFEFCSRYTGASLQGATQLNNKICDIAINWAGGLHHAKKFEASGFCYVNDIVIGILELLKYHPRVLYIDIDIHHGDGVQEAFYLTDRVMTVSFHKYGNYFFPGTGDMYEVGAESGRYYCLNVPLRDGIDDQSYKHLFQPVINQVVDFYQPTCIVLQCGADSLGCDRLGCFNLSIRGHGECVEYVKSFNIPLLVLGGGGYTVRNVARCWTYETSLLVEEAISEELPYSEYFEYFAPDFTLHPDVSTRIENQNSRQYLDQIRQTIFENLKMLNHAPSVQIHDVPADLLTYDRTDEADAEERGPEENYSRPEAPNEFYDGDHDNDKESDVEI
* hit, by the source's call; i = inactive; ? = inconclusive. Only part of the results is shown; count on the stated rates, not on these rows.

Structure | ANO1 activ | HDAC3 inh
O=C(CCC(=O)c1ccc(Cl)s1)Nc1ncccc1O | i | 4
Cn1cccc1C(=O)OCC(=O)NCCCc1ccccc1 | i | 0
O=C(COC(=O)c1ccccc1)Nc1ncc([N+](=O)[O-])s1 | i | -6
Cc1csc(CNc2ncnc3ccc(-c4ccc5c(c4)OCO5)cc23)c1 | i | -3
Cc1ccc(C(=O)N2CCN(C(=O)C3CCCO3)CC2)cc1 (stereo unspecified) | i | -5
COc1ccccc1C(=O)NCC(=O)N1CCN(c2ncccn2)CC1 | i | -9
Cc1ccc(NC(=O)C2CCCN2C(=O)c2cccs2)cc1C (stereo unspecified) | i | 0
O=C(Nc1cc(S(=O)(=O)N2CCOCC2)ccc1N1CCCC1)c1ccc(F)cc1 | i | 7
O=C(CCC(=O)NNC(=O)c1ccc(Cl)cc1Cl)NCc1ccccc1 | i | -4
Cc1ccccc1CC(=O)Nc1cccc(S(=O)(=O)N2CCCC2)c1 | i | 3
CCOc1ccc(Br)cc1S(=O)(=O)NC1=NCCCCC1 | i | 0
O=C1CCCCC1 | i | -13
COc1ccc(S(=O)(=O)N2CCCCC2)cc1NC(=O)CNc1ccc(F)cc1C | i | 7
CCN(c1ccc(C(=O)CN2C(=O)NC3(CCOc4ccccc43)C2=O)cc1)S(C)(=O)=O (stereo unspecified) | i | 3
O=C1CN(S(=O)(=O)c2cc(Br)ccc2Br)CCN1 | i | -1
CCOC(=O)c1c(NC(=O)CN2C(=O)C(=O)N(C(C)C)C2=O)sc(C)c1CC | i | 12
Cc1ccc(S(=O)(=O)N2CCOCC2)cc1NC(=O)COC(=O)c1ccc(Br)cc1 | i | 4
Cc1ccc(NC(=O)c2ccccc2OCc2c(C)noc2C)cc1S(=O)(=O)N(C)C | i | 5
COc1ccc([C@H]2CC(=O)C=C(c3cccc(Br)c3)C2)cc1OC | i | 1
O=C(/C=C/c1ccc(F)cc1)N1CCc2ccccc2C1 | i | 7
N#Cc1ccccc1NCC(=O)N1CCN(S(=O)(=O)c2ccccc2)CC1 | i | -1
COc1cc(OC)cc(C(=O)NNC(=O)Cc2cccs2)c1 | i | 3
Cc1cc(Br)ccc1NC(=O)CN(C)C(=O)CSC(=S)N1CCCC1 | i | 0
O=C(NCCc1ccc(F)cc1)C1CCN(C(=O)Nc2ccccc2)CC1 | i | -4
COc1ccc(NS(=O)(=O)c2cc(N)ccc2N2CCCC2)cc1 | i | -9
Nc1nnc(SCC(=O)Nc2cc(S(=O)(=O)N3CCOCC3)ccc2N2CCCC2)s1 | i | -1
Cc1cccc(C(=O)OCC(=O)N2CCCC2=O)c1O | i | -4
O=C(COC(=O)Cn1cnc2ccccc21)Nc1ccccc1C(F)(F)F | i | -5
CCOc1ccccc1OCCC(=O)N1CCN(S(=O)(=O)c2ccccc2[N+](=O)[O-])CC1 | i | 3
COc1cc(/C=N/NC(=O)c2ccc(NS(=O)(=O)c3cccs3)cc2)cc(OC)c1O | i | -3

Structure | ANO1 activ | HDAC3 inh
COc1cccc(CC(=O)OCC(=O)c2cc(OC)c(OC)c(OC)c2)c1 | i | 3
CC[C@H](C)[C@@H]1NC(=O)[C@H]([C@@H](C)CC)NC(=O)[C@@H](CC(C)C)NC(=O)[C@H](Cc2ccccc2)NC(=O)[C@H](Cc2ccccc2)NC(=O)[C@@H]2CCCN2C(=O)[C@@H]2CCCN2C(=O)[C@H](C(C)C)NC(=O)[C@H](CC(C)C)NC1=O | i | 20
C=CCn1c(C)cc(C(=O)CN2C(=O)c3ccccc3S2(=O)=O)c1C | i | -3
COc1ccc(-c2sc3ccc(OC)cc3c2-c2ccc(O)cc2)cc1 | i | 7
CCOC(=O)C1=C(COC(=O)/C=C/c2cccc(Br)c2)NC(=O)NC1C (stereo unspecified) | i | 2
O=C(O)c1cccc2c1C(=O)c1ccc(-c3ccc(Cl)c(C(F)(F)F)c3)cc1S2(=O)=O | i | 0
COCCn1c(SCC(=O)Nc2cc(C)on2)nc2cc(Cl)ccc2c1=O | i | 2
COc1ccc([N+](=O)[O-])cc1NC(=O)C(C)OC(=O)Cc1ccc(OC)c(OC)c1 (stereo unspecified) | i | -9
COc1ccc(C2=CCN3CCCCC3C2)c(-c2ccc(OC)c(OC)c2)c1 (stereo unspecified) | i | 0
O=C(CNC(=O)c1ccc(Cl)cc1Cl)OCc1nnc(-c2ccccc2Br)o1 | i | -5
CN(C)c1ccc(-c2ccc3oc(-c4ccsc4)cc(=O)c3c2)cn1 | i | 3
Cc1ccc(NC(=O)COC(=O)CCC2CCCC2)c(Br)c1 | i | -1
CC(OC(=O)C1CCN(c2ccc(C(F)(F)F)cn2)CC1)C(=O)NC1CCCCC1C (stereo unspecified) | i | 0
CSc1ncccc1C(=O)Nc1cccc(S(=O)(=O)N2CCOCC2)c1 | i | -1
Cn1c(SCC(=O)NCC2CCCO2)nnc1-c1ccc(Cl)cc1 (stereo unspecified) | i | 2
Cc1ccc2c(c1)CCCN2C(=O)CCc1nc2ccccc2c(=O)[nH]1 | i | -5
CC1CC(C)CN(C(=O)COC(=O)CN2C(=O)c3ccccc3C2=O)C1 (stereo unspecified) | i | 4
Cc1cccc(N2CCN(S(=O)(=O)c3ccc(Cl)nc3)CC2C)c1 (stereo unspecified) | i | 6
CN(Cc1cccs1)C(=O)C1CCN(S(=O)(=O)c2ccccc2)CC1 | i | -5
COc1ccc(NC(=O)CSc2nncs2)cc1S(=O)(=O)N1CCCCC1 | i | 1
CCc1noc(C)c1C(=O)OCC(=O)NC(C)c1ccccc1 (stereo unspecified) | i | -5
CC1CC(=O)Nc2ccccc2N1C(=O)Cn1cnc2ccccc2c1=O (stereo unspecified) | i | 7
COc1cc(S(=O)(=O)Nc2ccc3c(c2)C(=O)N(C)C3=O)ccc1NC(C)=O | i | -4
CCOC(=O)c1ccn(CSc2c(F)c(F)cc(F)c2F)n1 | i | 0
COc1ccc2cc(C(=O)NCc3ccccc3CN3CCCC3)ccc2c1 | i | -32
O=c1oc(CCCO)cc2ccc(C#Cc3ccsc3)cc12 | i | 2
O=C(C[C@H]1C/C=C\C[C@@H](Cc2ccc(F)cc2)C(=O)OC[C@H]2CCCN2C1=O)N[C@H](CO)Cc1ccccc1 | i | 0
O=C1C=CCCC1 | i | 1
Cc1ccc(S(=O)(=O)N2CCOCC2)cc1NC(=O)CNC(C)c1ccccc1 (stereo unspecified) | i | 2
CCOC(=O)c1c(C)[nH]c(C(=O)OCC(=O)N(C)c2c(N)n(Cc3ccccc3)c(=O)[nH]c2=O)c1C | i | 1

Structure | ANO1 activ | HDAC3 inh
O=C(O)c1ccccc1C(=O)N1CCN(S(=O)(=O)c2cccc(C(F)(F)F)c2)CC1 | i | -3
CC(=O)c1ccc(OCCCC(=O)OCC(=O)Nc2c(C)nn(-c3ccccc3)c2C)cc1 | i | -7
O=C(COc1ccc(S(=O)(=O)N2CCOCC2)cc1)N1CCOCC1 | i | -4
C=C(C)CN(CC)C(=O)CSc1ccc(S(=O)(=O)N2CCN(Cc3ccccc3)CC2)cn1 | i | 3
COc1cc(C)c(NC(=O)c2cc(C3CC3)nc3c2cnn3C(C)C)cc1OC | i | 0
C#CCOCCOCCOCCNc1nc(N2CCN(C(=O)[C@H](CCCN=C(N)N)n3cc(C(N)[C@H](C)CC)nn3)CC2)nc(N2CCN(C(=O)[C@H](CC(N)=O)n3cc(C(N)[C@@H](C)CC)nn3)CC2)n1 (stereo partly specified) | i | -3
CC(=O)Nc1ccc(NC(=O)C(C)OC(=O)C2(c3ccccc3F)CCCC2)cc1 (stereo unspecified) | i | 4
O=C(COc1ccc(Cl)cc1Br)NC1CC1 | i | -4
COCc1c(C(=O)NCCc2ccc(OC(F)F)cc2)oc2ccccc12 | i | 11
O=C(Nc1ccccc1Br)C1CCN(S(=O)(=O)c2cccs2)CC1 | i | -1
CC(OC(=O)C1CCN(S(=O)(=O)c2ccc3c(c2)OCCO3)CC1)C(=O)N(C)c1ccccc1 (stereo unspecified) | i | 2
C[C@H](CO)N1C[C@H](C)[C@@H](CN(C)S(=O)(=O)c2cccs2)Oc2c(NC(=O)C3CCCCC3)cccc2C1=O | i | 3
C#CCOCCOCCOCCNc1nc(N2CCN(C(=O)[C@H](CCCN=C(N)N)n3cc(C(N)[C@@H](C)CC)nn3)CC2)nc(N2CCN(C(=O)[C@H](CC(N)=O)n3cc([C@@H](N)C(C)C)nn3)CC2)n1 (stereo partly specified) | i | 6
CCC(CO)Oc1cc(NC(=O)c2cccc([N+](=O)[O-])c2)c2ncn(C(C)C)c2c1 (stereo unspecified) | i | -2
Cc1ccc(C(=O)Nc2ccccc2-c2ccccc2)cc1S(=O)(=O)Nc1ccccc1 | i | 12
Cc1nnc(SCC(=O)NCCC2=CCCCC2)[nH]c1=O | i | -2
O=C(CN1C(=O)NC2(CCCC2)C1=O)NCCc1ccc(Cl)cc1Cl | i | 0
CCc1ccc(N2CC(C(=O)Nc3cccc(C(=O)NC4CC4)c3)CC2=O)cc1 (stereo unspecified) | i | -6
CON(C)C(=O)CCN(Cc1ccccc1)C(=O)OC(C)(C)C | i | 5
CCOC(=O)C1=C(COC(=O)CCc2ccc(CC)cc2)NC(=O)NC1C (stereo unspecified) | i | 6
O=C(CN1C(=O)NC2(CCCC2)C1=O)Nc1cc(Cl)ccc1Oc1ccccc1 | i | 9
COc1ccccc1CNC(=O)CN1C(=O)NC2(CCCc3sccc32)C1=O (stereo unspecified) | i | 11
COc1ccc(CC(=O)OCC(=O)c2ccc[nH]2)cc1 | i | -3
Cc1c(C(=O)N2CCN(CC(=O)Nc3ccccc3Cl)CC2)oc2ccc(Br)cc12 | i | ?
CCC(C)Sc1ccc(-c2nc3ccccn3c2NCc2ccccc2)cc1OC (stereo unspecified) | i | -15
CCN1C(=O)[C@H]2[C@@H](c3ccc(-c4ccc(F)cc4)c(OC)c3)N3CCCC[C@@]3(C(=O)OC)[C@H]2C1=O | i | 19
O=C(O)C1CCCN1c1nc(-c2ccc(Cl)c(Cl)c2)cc(C(F)(F)F)n1 (stereo unspecified) | i | -3
O=C(Cc1ccccc1[N+](=O)[O-])OCC(=O)c1ccccc1Br | i | -1
Cc1cccc(NC(=O)C2CCCN2C(=O)OCc2ccccc2)c1 (stereo unspecified) | i | 4
CCn1c(Cc2ccccc2)nnc1SCC(=O)c1c(N)n(C2CC2)c(=O)[nH]c1=O | i | 2

Entries of single compounds, looked up by structure. Order of values: ANO1 activ	HDAC3 inh
Listed for COc1ccc([C@H]2CC(=O)C=C(c3cccc(Br)c3)C2)cc1OC : i	1
Listed for COc1ccc(CC(=O)OCC(=O)c2ccc[nH]2)cc1 : i	-3
Listed for CCN1C(=O)[C@H]2[C@@H](c3ccc(-c4ccc(F)cc4)c(OC)c3)N3CCCC[C@@]3(C(=O)OC)[C@H]2C1=O : i	19
Listed for COc1ccc2cc(C(=O)NCc3ccccc3CN3CCCC3)ccc2c1 : i	-32
Listed for COc1ccc(NS(=O)(=O)c2cc(N)ccc2N2CCCC2)cc1 : i	-9

More entries:
Structure | ANO1 activ | HDAC3 inh
CC(=O)N1CCN(CC(=O)Nc2ccccc2C(=O)Nc2ccccc2)CC1 | i | -3
Cc1ccsc1C(=O)OCC(=O)N1C(C)CCCC1C (stereo unspecified) | i | 1
Cc1ccc(S(=O)(=O)N2CCOCC2)cc1C(=O)OCC(=O)NC1CC1 | i | 0
Cc1ccc(NC(=O)CN(C)C(=O)c2ccc3[nH]c4c(c3c2)CC(C)CC4)cc1 (stereo unspecified) | i | 11
CN(CC1COc2ccccc2O1)C(=O)CSc1nncs1 (stereo unspecified) | i | -6
Cc1ccc(C2(C)NC(=O)N(CC(=O)N(C)CC(=O)Nc3cccc(F)c3)C2=O)cc1 (stereo unspecified) | i | 4
C[C@H](CO)N1C[C@H](C)[C@@H](CN(C)C(=O)NC2CCCCC2)Oc2ccc(NC(=O)Nc3ccc(C(F)(F)F)cc3)cc2C1=O | -5* | ?
O=C(O)CCn1c(=O)oc2cc(S(=O)(=O)N3CCCC3)ccc21 | i | -1
O=C(COC(=O)/C=C/c1cccc(Cl)c1)Nc1cccc(S(=O)(=O)NC2=NCCC2)c1 | i | 5
CCCN(CC(=O)Nc1ccccc1OC)C(=O)c1ccc2ncsc2c1 | i | 2
O=C(Nc1cccc(S(=O)(=O)N2CCCCC2)c1)C1CCCN1S(=O)(=O)c1ccccc1F (stereo unspecified) | i | 11
CCCn1c(N)c(C(=O)CN(C)CC(=O)Nc2ccccc2CC)c(=O)[nH]c1=O | i | 7
Oc1c(Br)cc(Br)cc1/C=N/c1nccs1 | i | 1
CN(CC(=O)Nc1ccc(Cl)c(C(F)(F)F)c1)C(=O)c1cnccn1 | i | -5
O=C1C=C(c2ccccc2C(F)(F)F)C[C@@H](c2ccc3c(c2)OCO3)C1 | i | 10

An excerpt from further up:
Structure | ANO1 activ | HDAC3 inh
O=C(Nc1cccc(S(=O)(=O)N2CCCCC2)c1)C1CCCN1S(=O)(=O)c1ccccc1F (stereo unspecified) | i | 11
CCCn1c(N)c(C(=O)CN(C)CC(=O)Nc2ccccc2CC)c(=O)[nH]c1=O | i | 7
Oc1c(Br)cc(Br)cc1/C=N/c1nccs1 | i | 1
CN(CC(=O)Nc1ccc(Cl)c(C(F)(F)F)c1)C(=O)c1cnccn1 | i | -5

Structural class, those above containing a furan ring, fused or not.
Structure | ANO1 activ | HDAC3 inh
COCc1c(C(=O)NCCc2ccc(OC(F)F)cc2)oc2ccccc12 | i | 11
Cc1c(C(=O)N2CCN(CC(=O)Nc3ccccc3Cl)CC2)oc2ccc(Br)cc12 | i | ?
